Source: PubChem BioAssay
H9c2 protect: protects H9c2 cardiomyocytes from peroxide injury. H2O2 injury protection, ATPLite, 2 h. protection from H2O2 cell death, % at 20 µM. 360,000 tested, 0.63% active. AID 588492;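 active means compounds giving at least 50% protection of heart cells from peroxide-induced death in the single-dose screen, raw or plate-pattern-corrected value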;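 further: 0% = DMSO wells with peroxide and 100% = DMSO wells without peroxide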
MC4R barr agon: human MC4R agonism via beta-arrestin; AID 540308; U2OS MC4R beta-arrestin complementation, luminescence; percent of melanotan II response, DMSO zero; 360,000 tested, 0.98% active; activation, % at 8.9 µM; P32245;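 active means activation above a per-plate cutoff, the mean activation of sample wells on that plate plus 3 SD, cut at about 8% in these data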
aDG glyco act: alpha-DG glycosylation activation | Pro5-aDG cells, alpha-DG glycosylation AlphaScreen (IIH6); 0% Pro5, 100% B10-LARGE cell signal | activation, % at 10 µM | 360,000 tested, 0.22% active | AID 624168;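 active means activation of at least 8% versus controls, or a plate z-score of at least 8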;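 further: Pro5 are CHO cells carrying HIG-tagged alpha-DG that lacks glycosylation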
PDI turbidity: PDI (human) enzyme inhibition | P07237 | 350,000 tested, 0.052% active | PDI insulin aggregation turbidity, A650, 90 min | inhibition, % at 10 µM;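 active means mean inhibition across replicates of 30% or more, whatever share of single replicates reach that level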;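 further: absorbance from insulin aggregation driven by PDI reduction with DTT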
ABCB6 inh MLPCN: blocks the human ABCB6 transporter | Q9NP58 | 360,000 tested, 0.19% active | fluorescence ratio to DMSO, % at 10 µM | K562-ABCB6 porphyrin accumulation, flow cytometry, 1 h; hits give low values;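 active means fluorescence ratio to DMSO below 75%, the collection mean minus 3 SD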;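 further: signal is porphyrin accumulated inside mitochondria; 100% equals median channel fluorescence of DMSO control wells; lower ratio means ABCB6 inhibition with less porphyrin fluorescence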
Target sequence (Q9NP58 whole entry, looked up): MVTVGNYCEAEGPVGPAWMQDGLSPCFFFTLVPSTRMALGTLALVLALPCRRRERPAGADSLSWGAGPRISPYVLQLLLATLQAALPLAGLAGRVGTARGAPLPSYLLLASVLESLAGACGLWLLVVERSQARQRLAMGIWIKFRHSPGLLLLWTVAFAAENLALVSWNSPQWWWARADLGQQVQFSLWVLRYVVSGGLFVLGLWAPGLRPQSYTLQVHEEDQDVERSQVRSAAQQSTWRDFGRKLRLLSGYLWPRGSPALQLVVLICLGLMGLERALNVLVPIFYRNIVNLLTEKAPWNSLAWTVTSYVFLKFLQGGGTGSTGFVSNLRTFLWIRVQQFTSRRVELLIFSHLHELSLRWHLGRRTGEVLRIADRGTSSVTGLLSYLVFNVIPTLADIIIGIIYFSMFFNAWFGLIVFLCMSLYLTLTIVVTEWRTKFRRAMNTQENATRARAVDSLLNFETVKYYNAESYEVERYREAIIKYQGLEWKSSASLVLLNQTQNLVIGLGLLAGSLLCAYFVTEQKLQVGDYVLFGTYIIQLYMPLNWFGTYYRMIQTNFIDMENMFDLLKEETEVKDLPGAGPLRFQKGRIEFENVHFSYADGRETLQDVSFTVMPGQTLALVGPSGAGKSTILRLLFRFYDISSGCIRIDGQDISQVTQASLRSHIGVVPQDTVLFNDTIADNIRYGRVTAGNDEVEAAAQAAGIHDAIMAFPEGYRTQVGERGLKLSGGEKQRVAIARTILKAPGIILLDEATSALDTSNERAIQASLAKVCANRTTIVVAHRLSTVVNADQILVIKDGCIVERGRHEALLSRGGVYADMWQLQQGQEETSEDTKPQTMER
Vif imaging: inhibitors of HIV Vif. HEK293T cells, Vif self-association by quenched fluorescence, imaging, 24 h. inhibition, % at 7.49 µM. 340,000 tested, 0.35% active. AID 602346; in the data active means inhibition above about 50%, passing the limit was not always enough; further: some results filed as inactive read as strong as hits
m5-HT2A agonist: agonists of mouse serotonin 5-HT2A receptor (HTR2A). P35363. activation, % at 7.6 µM. 360,000 tested, 0.66% active. AID 624169. CHO-K1 mHTR2A beta-arrestin complementation, luminescence; percent of 30 µM serotonin response;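 active means activation above a run cutoff, the mean activation of all tested compounds plus 3 SD, cut at about 14% in these data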;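 further: 0% = plate median of compound wells and 100% = 30 µM serotonin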
Glyco luc inh: blocks N-linked glycosylation in D54 reporter cells. 360,000 tested, 0.23% active. reporter increase, % at 12.5 µM. D54 ERlucT glycosylation luciferase reporter, 24 h; percent of 100 nM tunicamycin response;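 active means mean luciferase reporter signal, scaled so untreated is 0 and the glycosylation-blocking control 100, at or above a set limit in every replicate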;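 further: luciferase carries N-glycosylation sites so blocking glycosylation raises the light; 0% = median of neutral control wells and 100% = median of 100 nM tunicamycin wells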
CaV13 FRET inh: Primary screen for inhibitors of IQ motif and Ca2+-dependent inactivation inhibitor domain binding in CACNA1D, Förster resonance energy transfer in living cells, …. HEK cells, CFP/YFP FRET ICDI-IQ, plate reader, 10 min; percent FRET-ratio fall versus neutral wells. inhibition, % at 12.3 µM. 340,000 tested, 0.098% active;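 active means mean replicate inhibition of at least 30% and at least 1% of replicates passing that level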;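 further: 0% = median of the neutral control wells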
MC4R antag cAMP: human MC4R antagonism in cAMP assay | P32245 | MC4R-expressing cells, MTII-stimulated cAMP, LANCE TR-FRET | inhibition, % at 6.5 µM | 360,000 tested, 0.48% active | AID 540295;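 active means inhibition above its plate's cutoff, the mean of tested wells on that plate plus 3 SD, cut at about 29% in these data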;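 further: 0% = Melanotan II alone and 100% = Melanotan II plus saturating MCL0020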
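Assay system: U2OS-MC4R stable cell line; Also added: Melanotan II; Technique: Eu-cAMP/anti-cAMP TR-FRET, emission 671 nm; Times: 30-min compound, 1-h challenge, 1-h detection, room temperature.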
* = called active by the depositor; x = no result given. An unsorted share of the library (roughly 3.6% active in at least one column).

item	Structure	H9c2 protect	MC4R barr agon	aDG glyco act	PDI turbidity	ABCB6 inh MLPCN	Vif imaging	m5-HT2A agonist	Glyco luc inh	CaV13 FRET inh	MC4R antag cAMP
1	Cn1cnnc1SCc1ccc(C(=O)O)cc1	0	-0.3	0.0	5	90	14	2	-1	-5	2
2	Cc1cccc(CCN2CCN=C2N(C)C)c1	-1	-0.8	0.0	0	96	x	-2	1	-11	4
3	CCCc1nnc(SCC(=O)N2CCCC2)n1CC1CCCO1 (stereo unspecified)	10	-2.4	-0.2	0	114	x	-2	0	-1	1
4	CCC(C(=O)OCC(=O)NC(=O)c1ccccc1)c1ccccc1 (stereo unspecified)	2	-3.7	0.3	4	97	4	1	2	-3	8
5	CSc1nc2ccccc2n1CC(=O)N1CCCCC1	1	0.4	-0.1	-9	97	10	9	-1	x	2
6	O=C(c1ccc(OCC2CCCO2)cc1)N1CCN(c2ccccc2)CC1 (stereo unspecified)	1	-2.0	0.2	-4	86	2	4	0	-4	7
7	COCCn1ccc(O)c(Cc2ccc(Cl)cc2)c1=O	5	0.3	0.0	1	100	3	1	0	1	0
8	COc1ccc(Cn2nnnc2C(c2ccc3ncccc3c2)N2CCN(C3CCCCC3)CC2)cc1 (stereo unspecified)	-9	-2.3	0.0	1	99	7	-2	-2	-5	12
9	COC(=O)c1cc(Cl)c(NC(=O)C(C)C)cc1OC	11	3.0	0.2	0	96	6	-1	0	-2	6
10	CCC(c1ccc(O)cc1)C(CC)c1ccc(O)cc1 (stereo unspecified)	-8	0.4	-0.2	11	100	-9	-1	-3	-5	24
11	O=C(COC(=O)c1ccc(S(=O)(=O)Nc2ccccc2)cc1)NCC1CCCO1 (stereo unspecified)	3	-0.4	-0.1	7	98	0	-2	1	-16	8
12	O=C(CCC(=O)NNC(=O)c1ccccc1[N+](=O)[O-])NCc1ccccc1	1	-1.3	-0.1	5	96	0	3	2	-4	2
13	COc1ccc(NS(=O)(=O)Cc2ccccc2)cc1OC	1	0.8	-0.2	0	89	6	2	1	x	11
14	O=C(CSc1nnc(Cc2cc(=O)[nH]c(=O)[nH]2)n1-c1ccccc1)N1CCCCC1	10	-0.5	0.1	x	99	14	-1	0	-2	9
15	CCOc1cc(NC(=S)NCCCN(C)C)c(OCC)cc1NC(=O)C1CC1	0	-2.2	0.4	2	101	-4	0	4	-6	13
16	COc1ccccc1N1CCN(C(=O)c2ccc(Cn3c(=O)[nH]c4ccsc4c3=O)cc2)CC1	1	1.5	-0.2	-2	96	-9	-1	0	0	-1
17	CC(=O)NS(=O)(=O)c1ccc(NC(=O)c2ccccc2F)cc1	1	-1.8	-0.2	-7	98	11	6	0	-3	18
18	COc1ccc(S(=O)(=O)N(CC(=O)NCc2ccncc2)c2cc(C)cc(C)c2)cc1OC	10	0.5	-0.1	-13	89	5	4	-1	-4	10
19	Nc1c(N(CCCO)C(=O)C2CCCCC2)c(=O)[nH]c(=O)n1Cc1ccccc1	12	-1.1	0.0	1	92	4	-2	1	-6	7
20	Cc1ccc(Nc2nc3nonc3[nH]c2=O)cc1Cl	-25	3.1	-0.5	0	109	-31	5	-4	2	1

Full records as entered above. Screens in order: H9c2 protect	MC4R barr agon	aDG glyco act	PDI turbidity	ABCB6 inh MLPCN	Vif imaging	m5-HT2A agonist	Glyco luc inh	CaV13 FRET inh	MC4R antag cAMP
COC(=O)c1cc(Cl)c(NC(=O)C(C)C)cc1OC is entered as 11	3.0	0.2	0	96	6	-1	0	-2	6
O=C(COC(=O)c1ccc(S(=O)(=O)Nc2ccccc2)cc1)NCC1CCCO1 (stereo unspecified) is entered as 3	-0.4	-0.1	7	98	0	-2	1	-16	8
COc1ccc(NS(=O)(=O)Cc2ccccc2)cc1OC is entered as 1	0.8	-0.2	0	89	6	2	1	x	11
CCC(C(=O)OCC(=O)NC(=O)c1ccccc1)c1ccccc1 (stereo unspecified) is entered as 2	-3.7	0.3	4	97	4	1	2	-3	8

A draw from above in order of length of the SMILES, low to high:
item	Structure	H9c2 protect	MC4R barr agon	aDG glyco act	PDI turbidity	ABCB6 inh MLPCN	Vif imaging	m5-HT2A agonist	Glyco luc inh	CaV13 FRET inh	MC4R antag cAMP
5	CSc1nc2ccccc2n1CC(=O)N1CCCCC1	1	0.4	-0.1	-9	97	10	9	-1	x	2
17	CC(=O)NS(=O)(=O)c1ccc(NC(=O)c2ccccc2F)cc1	1	-1.8	-0.2	-7	98	11	6	0	-3	18
6	O=C(c1ccc(OCC2CCCO2)cc1)N1CCN(c2ccccc2)CC1 (stereo unspecified)	1	-2.0	0.2	-4	86	2	4	0	-4	7

(further entries)
item	Structure	H9c2 protect	MC4R barr agon	aDG glyco act	PDI turbidity	ABCB6 inh MLPCN	Vif imaging	m5-HT2A agonist	Glyco luc inh	CaV13 FRET inh	MC4R antag cAMP
21	CCC(C(=O)N1CC2(C)CC1CC(C)(C)C2)N1C(=O)c2ccccc2C1=O (stereo unspecified)	9	-2.5	-0.1	-10	96	-6	-2	-1	x	2
22	COC(=O)c1cc(OC)c(OC)cc1NC(=O)c1ccc(Br)o1	8	5.0	-0.4	-7	94	-1	2	2	x	-6
23	Cc1nnc(SCC(=O)N2CCC(C(N)=O)CC2)s1	0	-1.7	-0.1	-4	x	13	-3	1	x	1
24	O=C(COC(=O)c1ccccc1Br)NC1CCCC1	2	0.2	0.0	0	101	80*	3	-1	-5	7
25	COC(=O)C(COC(=O)c1c(F)cccc1F)NC(=O)c1c(F)cccc1F (stereo unspecified)	0	-0.5	0.6	-7	98	5	3	-6	-20	22
26	CCOC(=O)c1ccc(N2C(=O)C(O)=C(C(C)=O)C2c2ccccc2)cc1 (stereo unspecified)	3	-1.9	0.0	-7	187	x	10	1	-1	7
27	O=C(COc1cc2oc(=O)c3c(c2cc1Cl)CCC3)NCC(O)c1ccccc1 (stereo unspecified)	8	-0.4	-0.1	0	92	-1	9	12	-15	4
28	CCCC/C(C)=N\NC(=O)CNS(=O)(=O)c1ccc([N+](=O)[O-])cc1	5	-1.1	-0.5	10	101	9	-1	0	-5	2
29	CCc1ccc(NS(=O)(=O)c2cccc3nonc23)cc1	-13	-2.3	-0.1	2	110	-5	5	-1	-4	-4
30	CCCCNC(=O)c1nc(C2CCN(S(=O)(=O)c3ccc(F)c(F)c3)CC2)oc1-c1cccc(C(F)(F)F)c1	-3	x	-0.3	x	99	x	1	-4	-7	x
31	O=C(NCC(c1ccco1)N1CCCCC1)c1cccc(S(=O)(=O)Nc2ccccc2Cl)c1 (stereo unspecified)	-2	-1.9	-0.3	10	101	-3	2	0	x	-5
32	Cc1cccc(NC(=S)Nc2cccc(C(F)(F)F)c2)n1	-4	1.1	0.1	-1	97	7	0	-3	-2	1
33	COc1ccccc1OC(C)C(=O)Nc1ccc(S(=O)(=O)N2CCN(C)CC2)cc1 (stereo unspecified)	0	2.2	0.0	-23	97	2	7	-1	-6	19
34	CC(C)(C)OC(=O)N[C@@H](Cc1c[nH]c2ccccc12)c1nnc(SCC(N)=O)o1	-1	-0.8	-0.2	19	92	26	4	1	-6	1
35	CC(C)c1ccc(CN2CCC(C(=O)NCc3cccnc3)CC2)cc1	3	-1.0	2.4	3	99	6	-3	-1	-6	0
36	Cc1cccn2c(=O)c3cc(C(=O)NCCCn4ccnc4)n(C)c3nc12	6	-1.4	0.2	-3	98	5	-4	4	-4	6
37	C=CCc1cccc2cc(C(=O)N3CCN(C(=O)c4ccccc4)CC3)c(=O)oc12	5	1.0	-0.2	12	100	6	2	2	-2	30*
38	OCCC1CN(Cc2nc(-c3ccc(F)cc3)cs2)CCN1CCc1ccccc1 (stereo unspecified)	-11	0.2	0.5	7	87	2	-9	1	7	6
39	NC1=NC(=O)/C(=C/c2cn(CCC(=O)O)nc2-c2ccc(F)cc2)S1	9	-1.0	0.4	7	104	-2	5	4	-15	-4
40	COc1ccccc1-c1ccc(=O)n(CC(=O)Nc2ccc(C(=O)N3CCCC3)cc2)n1	-1	0.7	0.0	-8	78	9	2	1	-2	2

(cont.)
item	Structure	H9c2 protect	MC4R barr agon	aDG glyco act	PDI turbidity	ABCB6 inh MLPCN	Vif imaging	m5-HT2A agonist	Glyco luc inh	CaV13 FRET inh	MC4R antag cAMP
41	S=c1[nH]c(-c2ccccc2)cs1	-8	3.9	1.3	-26	86	6	6	2	2	-6
42	CC1(C(=O)NCc2cccnc2)Cc2c(-c3cccc(C(F)(F)F)c3)ccnc2O1 (stereo unspecified)	-3	-2.4	0.0	-10	99	-27	5	14	-6	6
43	CC(C)c1ccc(OCC(=O)NC(=S)Nc2ccc3c4c(cccc24)CC3)cc1	-2	-0.5	0.0	-5	91	10	7	-1	-6	38*
44	CN(C)/C=C/C(=O)c1ccc(Oc2ccccc2)cc1	-17	3.9	-0.1	-4	91	20	5	-4	-7	0
45	COCCNC(=O)CN(c1cc(C(F)(F)F)ccc1Cl)S(C)(=O)=O	10	0.4	-0.1	14	95	-3	1	1	x	14
46	COCCSc1ccccc1C(=O)Nc1ccc(S(=O)(=O)N2CCOCC2)cc1	6	0.7	-0.3	-3	93	-4	-3	1	-21	13
47	CC1=C/C(=N\OS(=O)(=O)c2ccccc2)C(C(C)C)=CC1=O	-22	31*	-0.5	-14	98	10	-6	25	x	45*
48	C[C@@H]1CN([C@H](C)CO)C(=O)CCCn2cc(nn2)CO[C@H]1CN(C)S(=O)(=O)c1ccc(Oc2ccccc2)nc1	-4	-2.4	0.3	-4	97	-4	1	2	-4	9
